Screening data: PubChem BioAssay, several laboratories
Runt-CBFb FRET: Runt domain-CBFb interaction inhibition; AID 1496; 220,000 compounds, 0.46% hits; Cerulean-Runt/Venus-CBFb FRET ratio 530/480, 1 h; Q01196+Q13951; inhibition, % at 20 µM;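 active = inhibition over about 50% at 20 µM in the single-dose screen, limit read from the data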;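 note: 0% = DMSO wells and 100% = excess unlabeled CBFb competitor control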
Target sequence (Q01196 whole entry, looked up, the tested form may be a part): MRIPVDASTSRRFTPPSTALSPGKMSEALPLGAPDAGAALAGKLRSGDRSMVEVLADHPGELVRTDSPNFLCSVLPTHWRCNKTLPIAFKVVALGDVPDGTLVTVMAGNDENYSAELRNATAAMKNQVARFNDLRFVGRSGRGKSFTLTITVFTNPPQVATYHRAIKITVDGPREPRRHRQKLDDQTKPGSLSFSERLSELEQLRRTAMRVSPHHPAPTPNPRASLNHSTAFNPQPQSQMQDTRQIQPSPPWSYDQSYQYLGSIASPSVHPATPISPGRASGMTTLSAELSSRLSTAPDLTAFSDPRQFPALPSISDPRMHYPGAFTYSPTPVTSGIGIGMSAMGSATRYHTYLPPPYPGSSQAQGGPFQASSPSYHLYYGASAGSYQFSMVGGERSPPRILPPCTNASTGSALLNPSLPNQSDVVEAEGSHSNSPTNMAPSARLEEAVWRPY
Target sequence (Q13951 whole entry, looked up, the tested form may be a part): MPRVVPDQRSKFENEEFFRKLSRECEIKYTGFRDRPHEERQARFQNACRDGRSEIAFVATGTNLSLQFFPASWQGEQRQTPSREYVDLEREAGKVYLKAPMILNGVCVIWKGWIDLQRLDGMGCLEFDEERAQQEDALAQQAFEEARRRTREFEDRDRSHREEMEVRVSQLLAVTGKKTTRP
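Measured by: fluorescence energy transfer, 422 nm excitation, 530/480 nm emission; test system: Cerulean-tagged RUNX1 Runt domain (FRET donor) fusion protein; buffer or medium: Tris pH 7.5 buffer with BSA; compound: one dose, 20 µM compound, 1% DMSO; times: two 1 h room-temperature incubations shielded from light; benchmarks: unlabeled CBFb 5 µM, positive control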
EBV gp42 block: blocks Epstein-Barr virus glycoprotein 42 binding; Fluorescence polarization binding assay, mP read-out; inhibition, % (tested at 21.74 µM); 220,000 compounds, 0.42% hits; AID 1085; in the data active = inhibition above about 50%
Target sequence (Q1HVG2 whole entry, looked up): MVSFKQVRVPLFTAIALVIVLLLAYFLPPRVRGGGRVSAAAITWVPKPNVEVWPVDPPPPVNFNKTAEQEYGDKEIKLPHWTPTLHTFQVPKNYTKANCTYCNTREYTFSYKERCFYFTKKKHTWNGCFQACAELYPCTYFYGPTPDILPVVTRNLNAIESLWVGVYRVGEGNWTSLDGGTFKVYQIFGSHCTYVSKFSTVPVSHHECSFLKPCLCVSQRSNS
NCF1 inh: blocks human p47phox regulatory protein of NADPH oxidases; P14598; p47phox/p22phox peptide binding, fluorescence polarization, 2 h; inhibition, % at 24.7 µM; 220,000 compounds, 0.53% hits;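 active = inhibition above about 30%, limit read from the data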;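 note: 0% = p47phox with labelled peptide and 100% = labelled peptide alone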
Calpain2 inh: blocks pig calpain II enzyme activity; 220,000 compounds, 0.37% hits; AID 1236; purified calpain II, fluorogenic peptide substrate, 30 min; inhibition, % at 16 µM;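 active = inhibition above about 50%, limit read from the data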
RBBP9 inhibitor: human RBBP9 hydrolase inhibition | O75884 | recombinant RBBP9, FP-Rh probe fluorescence polarization | inhibition, % at 7.94 µM | 220,000 compounds, 0.2% hits | AID 1515;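 active = inhibition above the campaign mean of all tested compounds plus 3 SD, cut at about 14% in these data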;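 note: plate controls were DMSO wells with RBBP9 for no effect and wells lacking RBBP9 protein for full effect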
Target sequence (O75884 whole entry, looked up): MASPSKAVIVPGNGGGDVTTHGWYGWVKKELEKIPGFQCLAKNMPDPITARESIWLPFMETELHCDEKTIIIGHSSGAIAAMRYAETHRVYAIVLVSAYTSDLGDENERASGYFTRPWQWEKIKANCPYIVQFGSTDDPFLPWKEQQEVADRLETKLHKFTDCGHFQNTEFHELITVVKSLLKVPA
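Assay system: recombinant human RBBP9; Reagent: Serine-hydrolase probe FP-Rh, 375 nM pre-mixing; Doses: 7.94 µM single dose, 0.794% DMSO; Incubation: 30 min then 45 min, 25 °C; Detection: fluorescence polarization (mP), excitation 525 nm, emission 598 nm; Evaluation: percent inhibition from mP, scaled between DMSO and no-protein wells.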
Furin inh: blocks human furin protease activity; purified furin, fluorogenic substrate cleavage; 220,000 compounds, 0.061% hits; inhibition, % at 30 µM; P09958; in the data active = inhibition above about 25%; note: inactives centre near -15
Tb hexokinase: T. brucei hexokinase 1 inhibition; inhibition, % at 10 µM; recombinant TbHK1, G6PDH-coupled NADH A340; 220,000 compounds, 0.11% hits;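 active = inhibition of 50% or more in the single-dose primary screen; inactive = inhibition below 50%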
Runt-SMMHC FRET: blocks binding of human RUNX1 Runt domain to CBFb-SMMHC; inhibition, % at 20 µM; Q01196+Q13951; 220,000 compounds, 0.74% hits; Cerulean-Runt/Venus-CBFb-SMMHC FRET ratio 530/480, 1 h;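 active = mean inhibition across duplicate retests at 20 µM reaching about 50%, limit read from the data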;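 note: 0% = DMSO wells and 100% = wells with excess untagged CBFb-SMMHC; inhibitors lower the FRET ratio by blocking Runt binding to CBFb-SMMHC; some results filed as inactive read as strong as hits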
p97 ATPase inh: inhibitors of human p97 ATPase. 220,000 compounds, 0.42% hits. inhibition, % at 8 µM. P55072. recombinant p97 ATPase, Kinase-Glo ATP luminescence, 3 h. AID 1481; in the data active = inhibition above about 15%;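 note: 0% = DMSO vehicle and 100% = wells lacking enzyme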
Starred values were filed as active, the others as inactive; / = no result given; [ ] = dose if it differs, or a comment.

Value order: Runt-CBFb FRET | EBV gp42 block | NCF1 inh | Calpain2 inh | RBBP9 inhibitor | Furin inh | Tb hexokinase | Runt-SMMHC FRET | p97 ATPase inh
- O=C(O)c1cccc(NC(=S)N/N=C/c2ccccc2OCc2cccc(Br)c2)c1
 : 0.3 | 7.7 | -37.8 | 55.8* | -11.3 | 4.1 | -2.0 | -1.2 | 7.1
- CC(=O)c1cc2c(cc1NC(=O)CN1CCN(C(=O)c3ccco3)CC1)OCO2
 : / | / | / | / | -4.2 | -7.9 | -0.2 | / | 1.7
- CCOC(=O)c1cc2c(nc1N)CC(C)(CC)OC2 (stereo not given)
 : 3.5 | -2.0 | -0.8 | -226.4 | 1.8 | -28.7[20 µM] | -20.1 | -0.1 | -0.7
- Cc1ccnc(NS(=O)(=O)c2ccc(NC(=O)c3ccc4c(c3)OCCO4)cc2)n1
 : 1.3 | -12.1 | 1.7 | 10.2 | 8.7 | -24.8 | 0.1 | -1.0 | 2.1
- O=c1c(Cc2c(F)cccc2Cl)c(O)ccn1CCc1ccccn1
 : 0.1 | -1.3 | -4.0 | -3.7 | -8.9 | -21.1 | 1.3 | -1.7 | 0.9
- O=C(NC(Cc1ccccc1)C(=O)NC1CC1)OCc1ccccc1 (stereo not given)
 : -0.3 | 4.2 | -4.3 | 3.0 | -4.0 | -20.1 | -3.3 | 1.7 | 10.0
- NC(=O)C1(c2ccccc2)CCCN1C(=O)c1ccc(Br)cc1 (stereo not given)
 : 1.5 | -17.3 | -1.0 | 10.7 | 0.1 | -21.6 | -4.6 | 0.0 | 6.0
- CS(=O)(=O)N(CC(=O)N1CCOCC1)c1ccc2c(c1)OCO2
 : 0.9 | -6.7 | -5.8 | -19.4 | -0.5 | -5.6[20 µM] | 4.3 | -1.2 | 0.8
- Cc1cccc2cc(C#N)c(NCCNS(=O)(=O)c3ccccc3)nc12
 : 26.1 | 3.3 | 4.8 | -186.2 | -6.6 | -28.2 | -1.1 | 58.2* | 2.6
- COCCN(C(=O)c1ccccc1OC1CCN(S(C)(=O)=O)CC1)C(C)C
 : -0.5 | -3.0 | 10.4 | 30.6 | -7.3 | -18.5 | 2.4 | 1.3 | -4.2
- Cc1cc(NC(=O)CSc2nnc(C3CC3)n2Cc2ccccc2)no1
 : 0.5 | 5.2 | -3.0 | -1.7 | -3.0 | -1.6[20 µM] | -2.2 | 1.3 | -1.0
- CCOC(=O)C1=C(CSc2nc(-c3ccncc3)ccc2C#N)OC(N)=C(C#N)C1c1cccnc1 (stereo not given)
 : 15.3 | 6.2 | -10.2 | -102.8 | -0.9 | -9.9 | -16.1 | -4.5 | 2.9
- COCCNC(=O)c1ccccc1NC(=O)CN(c1ccc2c(c1)OCO2)S(C)(=O)=O
 : -0.6 | -2.3 | -6.8 | -24.3 | -5.1 | -19.3 | 1.1 | -1.8 | -1.4
- CC(C)C(=O)Nc1nc2c(ncn2C2CC(O)C(CO)O2)c(=O)[nH]1 (stereo not given)
 : 1.8 | -9.7 | 6.9 | -13.3 | -5.2 | -6.9 | -2.3 | -1.4 | 4.6
- Cc1ccc(NS(=O)(=O)c2ccc(C(=O)N3CCN(c4ccccn4)CC3)cc2)cc1
 : -2.5 | 1.3 | 7.3 | 2.0 | 1.7 | -17.8[20 µM] | 3.2 | -8.2 | 0.5
- O=c1c2c3nc4ccccc4nc3n(Cc3ccccc3)c2ncn1Cc1ccco1
 : 12.3 | -36.4 | -111.6 | -342.8 | -31.4 | -9.7 | -10.8 | 42.6 | 16.4*
- CCN(CC)CCNCC(O)(c1ccc(Cl)cc1)c1ccc(Cl)cc1
 : -1.9 | -20.0 | -8.0 | -10.1 | 1.1 | -5.4 | 4.8 | 1.0 | -1.6
- O=S1(=O)CCN2C(c3ccc4c(c3)CCCC4)=CSC2=N1
 : 3.0 | -14.1 | 0.1 | -11.7 | -5.3 | -22.8 | 4.1 | 3.0 | 5.2
- Cc1oc2c(c1C(=O)NCCCC(=O)O)CCCC2
 : -2.9 | -16.6 | -4.2 | -0.1 | 0.8 | -17.9[20 µM] | -3.0 | -1.5 | 0.8
- CCCc1cc(C(=O)OC)c(NC(=O)c2cc(C)on2)s1
 : -3.3 | 5.3 | -2.6 | -59.3 | -0.4 | -18.3[20 µM] | -4.6 | -8.1 | -5.7
- O=S(=O)(c1ccc2c(c1)OCCO2)N(Cc1ccc(F)cc1)Cc1nnc(-c2cccs2)o1
 : 1.2 | -6.5 | -17.1 | 11.9 | -10.2 | -21.2[20 µM] | -6.4 | -3.8 | -1.9
- COc1ccc(OC)c(/C=C/C(=O)OCC(=O)Nc2ccc3c(c2)OCCO3)c1
 : 0.1 | -13.2 | -21.9 | -112.7 | -4.5 | -18.4 | -2.1 | -5.8 | 7.7
- CC(C)CC(C(=O)OCC(=O)c1c(N)n(C)c(=O)n(C)c1=O)N1C(=O)C2CC=CCC2C1=O (stereo not given)
 : -3.9 | -1.8 | 4.2 | 47.8 | -4.0 | -3.7 | 3.2 | 2.1 | -0.6
- Cc1cccc(C)c1Nc1nnc(SC(C)C(=O)Nc2c(C)n(C)n(-c3ccccc3)c2=O)s1 (stereo not given)
 : 0.2 | -4.1 | -1.8 | 6.3 | -7.4 | -28.0 | -5.2 | -2.1 | 2.2
- CCOC(=O)C1CCCc2c1[nH]c1c(C(N)=O)cccc21 (stereo not given)
 : 1.3 | 2.4 | 5.8 | -11.2 | 0.4 | -3.3[20 µM] | -10.0 | 3.5 | -5.3
- Clc1cccc(NC2=NCCC2)c1
 : 0.9 | -10.0 | -16.2 | -27.7 | 6.6 | 1.2[20 µM] | -2.9 | 1.9 | 2.9
- O=C1N/C(=N/NC(=O)c2cccc3ccccc23)S/C1=C\c1ccccc1OCc1ccccc1
 : / | -12.3 | -28.2 | -60.8 | -3.0 | -14.4[20 µM] | 1.8 | -64.5 | -1.0
- CCn1c(SCC(=O)Nc2cc(C)on2)nc2c(c1=O)SC(C)C2 (stereo not given)
 : -1.0 | -4.4 | 4.6 | -2.8 | 2.7 | 2.4[20 µM] | -17.6 | -1.1 | 3.0
- COc1nc(N2CCOCC2)nc(-n2cccc2)n1
 : 4.0 | -8.7 | -3.7 | -10.8 | 0.0 | -10.6[20 µM] | -4.9 | -0.5 | 7.1
- CC1(C)C2([N+](=O)[O-])CN(CCO)CC1([N+](=O)[O-])CN(CCO)C2
 : 0.2 | -18.9 | 5.7 | 14.0 | -10.9 | -17.9[20 µM] | 2.1 | -2.2 | 4.6

3 compounds picked at random from the list so far, as already listed:
Value order: Runt-CBFb FRET | EBV gp42 block | NCF1 inh | Calpain2 inh | RBBP9 inhibitor | Furin inh | Tb hexokinase | Runt-SMMHC FRET | p97 ATPase inh
- CCCc1cc(C(=O)OC)c(NC(=O)c2cc(C)on2)s1
 : -3.3 | 5.3 | -2.6 | -59.3 | -0.4 | -18.3[20 µM] | -4.6 | -8.1 | -5.7
- COc1nc(N2CCOCC2)nc(-n2cccc2)n1
 : 4.0 | -8.7 | -3.7 | -10.8 | 0.0 | -10.6[20 µM] | -4.9 | -0.5 | 7.1
- O=C(NC(Cc1ccccc1)C(=O)NC1CC1)OCc1ccccc1 (stereo not given)
 : -0.3 | 4.2 | -4.3 | 3.0 | -4.0 | -20.1 | -3.3 | 1.7 | 10.0

Additional records follow.
Value order: Runt-CBFb FRET | EBV gp42 block | NCF1 inh | Calpain2 inh | RBBP9 inhibitor | Furin inh | Tb hexokinase | Runt-SMMHC FRET | p97 ATPase inh
- COc1ccc(-c2nn3c(-c4ccc(F)cc4)nnc3s2)cc1
 : -0.4 | -5.9 | -10.6 | -25.2 | -0.3 | 2.6 | -7.6 | -2.0 | 7.6
- NCc1ccccc1COc1ccccc1
 : 0.1 | 0.1 | 3.3 | -1.6 | 4.4 | -28.6 | 0.1 | 1.1 | 2.6
- Fc1ccccc1C1c2cccn2CCN1C(=S)Nc1cccc(Br)c1 (stereo not given)
 : 6.4 | -11.9 | -23.1 | -17.3 | -8.0 | -17.8 | 7.1 | -0.3 | 6.7
- COc1ccc(N(CC(=O)NCCC2=CCCCC2)S(C)(=O)=O)cc1
 : 1.2 | -5.1 | -0.3 | 4.7 | -1.1 | -13.8[20 µM] | -4.1 | 0.9 | -3.1
- CCc1ccc(-c2cc(C(=O)Nc3ccc(S(=O)(=O)NC(C)=O)cc3)c3ccccc3n2)cc1
 : -0.8 | -12.8 | -15.0 | 10.8 | -7.0 | -9.3[20 µM] | -8.2 | -10.2 | 1.6
- O=C(Nc1ccccc1)N1C2CCC1CC(O)(c1cccnc1)C2 (stereo not given)
 : 0.5 | -24.1 | -2.8 | -7.0 | -2.5 | -21.3[20 µM] | -3.2 | -0.6 | 0.1
- Cc1c(Cl)cccc1NC(=S)N(Cc1cccnc1)Cc1ccccc1Cl
 : 2.9 | 9.5 | -2.9 | -1.3 | -2.5 | -22.5 | -5.8 | 1.2 | -0.8
- CN1CCC(NC(=S)Nc2cccc([N+](=O)[O-])c2)CC1
 : 0.3 | -4.2 | 1.1 | -24.9 | -7.3 | -5.3 | -5.0 | -1.2 | 4.4
- CN1CCN(C(=S)c2cn(CCOc3ccccc3F)c3ccccc23)CC1
 : -0.5 | -11.0 | -10.8 | -32.6 | -7.1 | -26.5 | -4.6 | -2.0 | 2.2
- CCCN(CCC)CCNS(=O)(=O)c1ccc2c(c1)oc(=O)n2C
 : -1.1 | -0.1 | -7.5 | 16.3 | 2.8 | 15.8[20 µM] | -1.9 | -3.4 | 3.5
- CCOC(=O)c1cc(CC)sc1NC(=O)c1cc([N+](=O)[O-])ccc1N1CCOCC1
 : 1.8 | -2.0 | -0.2 | -30.8 | 2.7 | -20.0 | -18.9 | 3.4 | 7.4
- Nc1nc(N2CCN(c3ccc(F)cc3)CC2)n[nH]1
 : -0.7 | 6.1 | -12.3 | -31.8 | -4.9 | -19.7 | 1.1 | 2.1 | 0.8
- O=C(C[n+]1cccc(NC(=O)c2ccccc2)c1)c1ccccc1
 : -0.2 | -10.5 | -15.2 | -7.0 | -3.4 | -15.1[20 µM] | 7.6 | -3.8 | 2.2
- CN(C)c1nc(-c2cccnc2)nc(-c2ccc(Cl)cc2)c1C#N
 : 1.1 | -10.5 | -14.2 | -70.9 | -5.9 | -23.4 | -2.1 | 4.8 | 1.2
- CCc1ccccc1NC(=S)N(CCc1ccncc1)C(C)C
 : 1.3 | -8.4 | -4.5 | 16.1 | -7.1 | -22.6 | -3.5 | 1.7 | 3.1
- CCCC[C@@H]1C[C@H]1[C@@H](NC(=O)c1ccccc1)c1ccccc1C(F)(F)F
 : -4.1 | 1.3 | 3.4 | 33.4 | -6.0 | -15.3 | 8.5 | 1.1 | -8.9
- CCOC(=O)c1ccc(NCCOC)c([N+](=O)[O-])c1
 : -2.0 | -5.6 | -48.0 | 17.1 | -3.9 | -17.4 | 0.1 | -2.2 | 1.0
- Cc1ccccc1-c1nc(-c2cccnc2)no1
 : -0.3 | 2.0 | 1.6 | 0.0 | -2.5 | -2.0 | 4.4 | 5.3 | -5.6
- Cc1occc1C(=O)NNC(=S)NCC(C)C
 : -2.4 | -16.1 | -8.4 | -29.9 | 6.5 | -5.4[20 µM] | 4.0 | -3.8 | 6.6
- CNC(=S)N/N=C(\C)c1ccccc1
 : 1.1 | -8.7 | -9.1 | -13.2 | -9.1 | -16.9 | -10.5 | 0.2 | -0.8
- Cc1cc(C(=O)OCC(=O)Nc2ccc(F)cc2)c(C)o1
 : -2.0 | -2.1 | -9.8 | -6.1 | -2.5 | -11.0[20 µM] | 4.9 | -0.2 | -3.4

This is a random part of the collection; 2.7% or so of the library scored in one or more.
